Screening data (PubChem)
CRFBP-R2 block: antagonists of CRF-binding protein/CRF-R2 receptor complex; HEK293 CRF-R2/CRF-BP, CRF-induced calcium fluorescence; inhibition, % at 11.8 µM; 350,000 tested, 0.59% active;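 active = inhibition of the ligand-induced calcium signal above about 50% at the single tested concentration, limit read from the data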
TAAR1 agonist: human TAAR1 agonism; CHO RD-HGA16 TAAR1, Fluo-8 calcium fluorescence; vehicle wells 0%, saturating PEA agonist 100%; activation, % at 3 µM; 360,000 tested, 0.99% active; AID 624467;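 active = activation above the mean activation of all test compounds in the run plus 3 SD, cut at about 38% in these data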
Target sequence (Q96RJ0 whole entry, looked up): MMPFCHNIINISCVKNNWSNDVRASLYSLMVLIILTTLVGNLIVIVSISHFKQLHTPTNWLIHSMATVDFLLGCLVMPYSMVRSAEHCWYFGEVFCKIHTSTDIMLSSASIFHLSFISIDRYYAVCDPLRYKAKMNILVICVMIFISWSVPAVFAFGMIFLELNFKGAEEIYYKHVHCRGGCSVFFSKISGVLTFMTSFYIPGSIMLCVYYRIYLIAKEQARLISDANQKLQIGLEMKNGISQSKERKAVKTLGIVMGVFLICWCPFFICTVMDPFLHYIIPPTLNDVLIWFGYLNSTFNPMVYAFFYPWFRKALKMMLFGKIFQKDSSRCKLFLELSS
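Assay system: CHO-derived RD-HGA16 cells with stable Gα16 and human TAAR1; timing: 17-24 h seeding, 75 min 37 °C dye, 30 min RT; read-out: % activation from peak over basal fluorescence ratio, DMSO-to-PEA scaled; measured by: kinetic Fluo-8 calcium fluorescence; benchmarks: low control DMSO, high control PEA (EC100); doses: 3 µM single concentration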
M5 ag: agonists of human muscarinic M5 receptor (CHRM5); activation, % at 3 µM; P08912; CHO-K1 hM5 cells, Fluo-8 calcium fluorescence; 0% DMSO wells, 100% maximal acetylcholine response; 360,000 tested, 0.19% active; AID 624037;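 active = activation above the run's mean over test compounds plus 3 SD, cut at about 23% in these data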;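 note: signal is peak over basal fluorescence ratio across the kinetic read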
Target sequence (P08912 whole entry, looked up): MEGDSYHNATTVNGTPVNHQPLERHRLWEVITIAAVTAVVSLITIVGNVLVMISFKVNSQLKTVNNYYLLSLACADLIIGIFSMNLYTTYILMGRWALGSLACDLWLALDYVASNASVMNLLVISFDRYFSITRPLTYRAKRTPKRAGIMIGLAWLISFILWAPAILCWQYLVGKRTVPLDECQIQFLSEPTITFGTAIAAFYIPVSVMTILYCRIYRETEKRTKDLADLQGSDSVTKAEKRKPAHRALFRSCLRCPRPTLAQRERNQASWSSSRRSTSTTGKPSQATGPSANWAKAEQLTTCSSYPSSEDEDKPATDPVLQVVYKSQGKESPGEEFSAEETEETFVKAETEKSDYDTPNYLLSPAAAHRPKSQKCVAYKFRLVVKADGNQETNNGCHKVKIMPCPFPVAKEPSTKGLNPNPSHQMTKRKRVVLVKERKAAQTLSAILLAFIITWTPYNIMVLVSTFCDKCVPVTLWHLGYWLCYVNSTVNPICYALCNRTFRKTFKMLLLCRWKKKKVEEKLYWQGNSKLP
TAAR1 antag: human TAAR1 antagonism; Q96RJ0; CHO RD-HGA16 TAAR1, Fluo-8 calcium fluorescence, antagonist; inhibition, % at 3 µM; 360,000 tested, 1.5% active; AID 624466;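 active = inhibition above a per-plate cutoff, the mean inhibition of test compounds on that plate plus 3 SD, cut at about 49% in these data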;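 note: 0% = DMSO plus EC80 beta-PEA response and 100% = DMSO alone without agonist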
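System: RD-HGA16 CHO cells with stable hTAAR1 and Gα16 | Probe or stimulus: EC80 β-phenethylamine stimulus | Dosing: 3 µM, single point | Times: Dye loading 75 min at 37 °C, then 30 min room temperature | Measured by: Fluo-8 calcium-sensitive fluorescence | Read-out basis: % inhibition of agonist calcium response | Replicates: n of 1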
M1 PAM parental: counter-screen for M1 PAMs: effect in parental CHO-K1 cells | ATP EC20, Fluo-8 calcium fluorescence; 0% at ATP EC20, 100% at ATP max | activation, % at 3 µM | 360,000 tested, 0.02% active;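 active = activation above the run cutoff, the mean activation of all test compounds plus 3 SD, cut at about 40% in these data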;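 note: peak over basal fluorescence ratio in a 140 s read after ATP addition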
M4 PAM: CHRM4 positive allosteric modulation; CHO-K1 hM4/Gqi5, Fluo-8 calcium fluorescence, ACh EC20; 0% = ACh EC20, 100% = maximal ACh; 360,000 tested, 0.4% active; activation, % at 3 µM;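 active = activation above its plate's cutoff, the mean activation of sample wells plus 3 SD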; note: some results filed as inactive read as strong as hits
CRFR2-BP ag: agonists of human CRF-binding protein/CRF-R2 receptor complex; HEK293 CRF-R2/CRF-BP, calcium dye fluorescence (FLIPR); percent of saturating CRF peptide response; activation, % at 13.2 µM; 350,000 tested, 0.46% active; AID 588473;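 active = activation of at least 50%, plus an integration ratio under a set limit after plate pattern correction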;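 note: plate controls were neutral control wells without compound for no effect and CRF at EC100 for full effect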
CHRM5 PAM: positive allosteric modulators of human muscarinic M5 receptor. 360,000 tested, 0.3% active. AID 624038. CHO-K1 hM5, Fluo-8 calcium, ACh EC20 PAM; 0% = ACh EC20, 100% = ACh EC100. P08912. activation, % at 3 µM;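 active = activation above the run cutoff, the mean activation of all test compounds plus 3 SD, cut at about 18% in these data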
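Test system: CHO-K1 hM5 cells / Doses: single-point, 3 µM nominal / Times: Post-acetylcholine fluorescence recording 140 s / Technique: Fluo-8 calcium fluorescence / Measure: Max/basal fluorescence ratio as % of EC20–EC100 ACh window / Benchmarks: low control EC20 acetylcholine (0%), high control EC100 acetylcholine (100%) / Replicates: one well per compound, no replicates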
M5 antag: CHRM5 antagonism in calcium assay. 360,000 tested, 0.59% active. inhibition, % at 3 µM. P08912. CHO-hM5 cells, Fluo-8 calcium fluorescence, ACh EC80;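 active = inhibition above a per-plate cutoff, the mean of that plate's test compounds plus 3 SD, cut at about 27% in these data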;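 note: 0% = acetylcholine EC80 with DMSO and 100% = DMSO without agonist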
Numbers without * were called inactive; . = no result given.

nr	smiles	CRFBP-R2 block	TAAR1 agonist	M5 ag	TAAR1 antag	M1 PAM parental
1	Cc1c(Br)c([N+](=O)[O-])nn1CC(=O)NCC1CCCO1 (stereo not drawn)	2	4	-2	-3	1
2	CC1CCCCC1NC(=O)c1cccc(S(=O)(=O)N2CCN(C)CC2)c1 (stereo not drawn)	-6	10	2	-22	-4
3	CNC(=O)c1[nH]nc2c1CCc1cc(OC)ccc1-2	-56	3	-4	-9	4
4	CC12CN3CCN(CC(C3)C1(O)CN1CCCCC1)C2 (stereo not drawn)	-38	14	-2	-5	6
5	CC(=O)c1ccc(NS(=O)(=O)c2ccc3c(c2)CCC(=O)N3)cc1	0	1	-1	-1	4
6	O=C(NC(=S)N1CCCC1)c1cccc([N+](=O)[O-])c1	-2	0	-3	-2	10
7	Cc1ccc(S(=O)(=O)N(C)C)cc1NC(=O)COC(=O)c1c(C)noc1C	1	2	2	-17	27
8	COc1cc(CNC(=O)c2ccc3c(c2)S(=O)(=O)c2ccccc2C3=O)cc(OC)c1	12	11	-1	16	13
9	Cn1c(-c2ccc(C(=O)c3ccccc3)s2)nc2ccccc21	6	6	-5	4	-4
10	COc1ccc(N(CC(=O)NCc2ccco2)S(C)(=O)=O)cc1OC	3	6	1	-16	-2

nr	M4 PAM	CRFR2-BP ag	CHRM5 PAM	M5 antag
1	9	0.0	-8	6
2	14	0.5	1	1
3	1	1.3	2	3
4	0	2.8	1	0
5	9	0.1	0	10
6	-6	0.2	-6	16
7	1	0.7	-7	5
8	8	-0.6	1	11
9	1	-0.9	-4	2
10	-5	-0.5	-4	8

Next section
nr	smiles	CRFBP-R2 block	TAAR1 agonist	M5 ag	TAAR1 antag	M1 PAM parental
11	Cc1ccc(NC(=O)c2ccc(F)cc2)cc1S(=O)(=O)N1CCCCCC1	-44	10	0	31	8
12	O=C(COC(=O)/C=C/c1ccc(S(=O)(=O)N2CCCCCC2)cc1)NCc1ccccc1Cl	3	2	-1	11	-2
13	COC(=O)c1cc(-c2ccc(Br)cc2)c2c(=O)n(C)c(=O)n(C)c2n1	7	5	-1	-24	12
14	CC(C)CNC(=S)N(CCCN(C)C)Cc1cc2cc3c(cc2[nH]c1=O)OCCO3	-6	-1	-3	13	-9
15	CCn1c(SCC(=O)Nc2ncc(C(F)(F)F)cc2Cl)nnc1-c1ccccc1	12	14	0	0	-8
16	CCOc1ncccc1C(=O)NCc1cccc(OC)c1	-6	0	-3	1	14
17	Cc1noc(C)c1C(=O)N1CCC1(C)C(=O)NS(=O)(=O)c1ccc(C#N)cc1 (stereo not drawn)	.	1	-1	-38	8
18	O=[N+]([O-])c1ccc(NC(=S)NCCc2ccc(F)cc2)cc1	54*	10	2	28	-7
19	Cc1cc2ccccc2cc(C)c1=O	-5	6	2	-1	-8
20	CCS(=O)(=O)N1CCN(S(=O)(=O)c2ccccc2)CC1	6	1	0	-1	23

nr	M4 PAM	CRFR2-BP ag	CHRM5 PAM	M5 antag
11	-12	2.6	-14	1
12	12	-0.6	6	-4
13	2	-0.7	-3	3
14	-5	-0.5	-9	22
15	-7	0.1	-10	9
16	8	0.3	5	0
17	0	.	3	3
18	-15	29	-17	33*
19	18	0.2	5	-5
20	25	-1.0	3	-10

(more compounds)
nr	smiles	CRFBP-R2 block	TAAR1 agonist	M5 ag	TAAR1 antag	M1 PAM parental
21	COc1ccc(CNc2nc3ccc(C)cc3s2)c(OC)c1OC	16	1	-8	17	-5
22	Cc1ccc(NC(=O)OCc2cn(-c3ccc(Cl)cc3)nn2)cc1	21	7	-4	-16	15
23	CSCC[C@H](NC(=O)NC1CCCC1)C(=O)O	-2	7	2	-32	13
24	CC(C)(C)Nc1nc(SCC(=O)Nc2ccccc2Cl)nc(N2CCOCC2)n1	0	0	-8	-6	-26
25	Cc1cc(C)n(CCCNC(=O)c2ccco2)n1	-2	0	1	6	5
26	CCCCNC(=O)C[C@@H]1C[C@@]2(C(=O)OC)CCCCC=C2N(Cc2ccco2)C1=O	.	3	2	-17	16
27	O=C1c2ccccc2C(=O)N1Cc1cnc(N2CCN(c3ccccc3)CC2)s1	-11	0	1	-8	3
28	O=C(c1ccccc1)C1CCN(CC(=O)N2CCN(c3ccccc3)CC2)CC1	1	-1	-8	2	14
29	N#Cc1ccc(C(=O)N2CCCCC2c2cc(C(=O)Nc3ccccc3Cl)no2)cc1 (stereo not drawn)	.	5	-2	-16	8
30	CSc1nccc(N2CCN(c3ccc(F)cc3)CC2)n1	-11	3	-1	11	14

nr	M4 PAM	CRFR2-BP ag	CHRM5 PAM	M5 antag
21	-3	-4.6	-7	12
22	12	-1.7	4	-7
23	9	1.4	-1	9
24	6	0.5	5	1
25	12	1.4	7	-5
26	6	.	3	-10
27	8	-0.8	-1	11
28	-6	0.1	1	6
29	8	.	-3	-10
30	6	-0.3	-4	5

Entries 19 to 27 of the list above:
nr	smiles	CRFBP-R2 block	TAAR1 agonist	M5 ag	TAAR1 antag	M1 PAM parental
19	Cc1cc2ccccc2cc(C)c1=O	-5	6	2	-1	-8
20	CCS(=O)(=O)N1CCN(S(=O)(=O)c2ccccc2)CC1	6	1	0	-1	23
21	COc1ccc(CNc2nc3ccc(C)cc3s2)c(OC)c1OC	16	1	-8	17	-5
22	Cc1ccc(NC(=O)OCc2cn(-c3ccc(Cl)cc3)nn2)cc1	21	7	-4	-16	15
23	CSCC[C@H](NC(=O)NC1CCCC1)C(=O)O	-2	7	2	-32	13
24	CC(C)(C)Nc1nc(SCC(=O)Nc2ccccc2Cl)nc(N2CCOCC2)n1	0	0	-8	-6	-26
25	Cc1cc(C)n(CCCNC(=O)c2ccco2)n1	-2	0	1	6	5
26	CCCCNC(=O)C[C@@H]1C[C@@]2(C(=O)OC)CCCCC=C2N(Cc2ccco2)C1=O	.	3	2	-17	16
27	O=C1c2ccccc2C(=O)N1Cc1cnc(N2CCN(c3ccccc3)CC2)s1	-11	0	1	-8	3

nr	M4 PAM	CRFR2-BP ag	CHRM5 PAM	M5 antag
19	18	0.2	5	-5
20	25	-1.0	3	-10
21	-3	-4.6	-7	12
22	12	-1.7	4	-7
23	9	1.4	-1	9
24	6	0.5	5	1
25	12	1.4	7	-5
26	6	.	3	-10
27	8	-0.8	-1	11

(next part)
nr	smiles	CRFBP-R2 block	TAAR1 agonist	M5 ag	TAAR1 antag	M1 PAM parental
31	Cc1cc(=O)oc2cc(OCC(=O)OCC(=O)Nc3ccccc3C(C)C)ccc12	11	3	-2	5	15
32	CCc1c(C)nc(SCC(=O)Nc2c(C)n(C)n(-c3ccccc3)c2=O)[nH]c1=O	-2	2	0	1	16
33	CCn1ncc([C@@H]2C[C@H]3CN(Cc4cccc(Cl)c4)C(=O)[C@]34CCCN24)c1C	11	4	-7	-10	19
34	Cn1c(=O)c(-[n+]2ccccc2)c([O-])c2ccccc21	8	6	2	9	13
35	N#Cc1ccc(C(=O)N(Cc2ccccc2)c2ccccc2)cc1	5	2	-6	-20	-17
36	CNCCCOc1cccc(OC(C)C)c1	-9	15	-9	6	-5
37	CCN(CC)S(=O)(=O)c1cccc(-c2nnc(SCCOc3ccc(Cl)cc3)o2)c1	-1	3	-1	25	18
38	O=C(CCCN1CCc2[nH]c3ccc(F)cc3c2C1)c1ccc(F)cc1	-24	25	4	20	-5
39	CN(C)S(=O)(=O)c1cccc(C(=O)OCC(=O)NCc2ccccc2)c1	0	2	1	10	14
40	CCCn1c(NCc2ccc3c(c2)OCO3)nc2ccccc21	-11	-1	-3	-2	9

nr	M4 PAM	CRFR2-BP ag	CHRM5 PAM	M5 antag
31	12	-0.3	-2	0
32	4	1.5	4	-8
33	-5	3.0	5	6
34	0	1.8	5	0
35	-4	-0.5	-3	10
36	0	-0.5	1	2
37	2	3.6	6	-10
38	-16	-0.6	-10	16
39	-4	-0.1	-4	8
40	0	-0.3	-1	-16

Next structures.
nr	smiles	CRFBP-R2 block	TAAR1 agonist	M5 ag	TAAR1 antag	M1 PAM parental
41	CC1(C(=O)NS(=O)(=O)c2ccccc2Cl)CCN1C(=O)c1ccco1 (stereo not drawn)	.	7	-1	-10	5
42	Cc1ccccc1OCCN1C(=O)c2ccccc2C1=O	9	6	0	10	21
43	COC(=O)CCn1[nH]c(=O)c2ccccc2c1=O	27	0	-1	3	5
44	Cc1cc(OCC(=O)O/N=C(\N)c2ccccc2)ccc1Cl	-20	1	0	-31	13
45	CC(C)(C)c1csc(NC(=O)c2ccc3nccnc3c2)n1	-14	7	1	39	-4
46	Nn1c(SCC(=O)Nc2ccc(N3CCOCC3)cc2)nnc1C1CC1	-2	1	2	7	10
47	COC(=O)c1c(-c2ccc(S(C)(=O)=O)cc2)sc2cc(OC)ccc12	-6	13	-5	9	2
48	COC(=O)C1=CN(C(C)c2ccccc2)C=C(C(=O)OC)C1c1cc(OC)c(OC)c(OC)c1 (stereo not drawn)	15	1	-5	7	4
49	NC(=O)c1ccc(NC(=O)COC(=O)c2cc3c(s2)CCC3)cc1	-9	6	6	-6	11
50	CCCOc1ccc(C(=O)CCN2CCCCC2)cc1	-26	7	-7	17	11

nr	M4 PAM	CRFR2-BP ag	CHRM5 PAM	M5 antag
41	4	.	3	3
42	4	-0.5	4	-5
43	-4	5.3	0	-7
44	5	-2.0	-4	3
45	-2	-2.4	-8	4
46	-2	1.0	5	2
47	-3	-0.8	-12	18
48	2	1.1	-3	2
49	2	-4.2	-7	12
50	2	6.8	1	-9

More entries follow.
nr	smiles	CRFBP-R2 block	TAAR1 agonist	M5 ag	TAAR1 antag	M1 PAM parental
51	Cc1cccc(NCc2ccccc2O)c1	9	5	-2	-15	18
52	C/C(=N\n1c(C)nc2ccccc2c1=O)c1ccc(N)cc1	-7	1	-1	-36	18
53	CN(CC(=O)Nc1ccc(Cl)cc1)C(=O)CN1C(=O)C2CCCCC2C1=O (stereo not drawn)	11	1	2	-7	24
54	CCN1CCN(c2ccc(NC(=O)c3ccc(C#N)cc3F)cc2Cl)CC1	1	4	-17	-31	3
55	COc1ccc(NC(=O)Nc2nc(C(N)CC(C)C)cs2)cc1 (stereo not drawn)	.	5	0	2	20
56	O=C(Cc1ccc(O)cc1)NC1CCCCCC1	-2	0	-2	1	0
57	O=Nc1c(O)[nH]c2ccc(Cl)c(Cl)c12	22	5	0	-4	-5
58	CC(C)CNc1nc(N)c([N+](=O)[O-])c(N2CCCCCC2)n1	0	18	-9	-26	24

nr	M4 PAM	CRFR2-BP ag	CHRM5 PAM	M5 antag
51	9	0.0	-6	-1
52	-2	1.1	4	2
53	5	-0.6	0	-2
54	-8	-0.9	-25	10
55	2	.	0	3
56	-2	-0.9	-1	10
57	2	-3.3	1	11
58	9	-0.4	2	-5
